# High-throughput results deposited in PubChem BioAssay by The Scripps Research Institute Molecular Screening Center.
# TbREL1 inh – TbREL1 RNA ligase inhibitors, primary screen, biochemical, FRET fluorescence. TbREL1 RNA ligation. inhibition, % at 9.66 µM. RNA-editing ligase 1, mitochondrial (Trypanosoma brucei brucei), P86926. 0.49% of 89,000 active;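 active means inhibition above the mean inhibition across all screened compounds plus 3 SD, cut at about 11% in these data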;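 further: 0% = plate median of test wells and 100% = NSC42067 control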
# Target sequence (P86926 whole entry, looked up): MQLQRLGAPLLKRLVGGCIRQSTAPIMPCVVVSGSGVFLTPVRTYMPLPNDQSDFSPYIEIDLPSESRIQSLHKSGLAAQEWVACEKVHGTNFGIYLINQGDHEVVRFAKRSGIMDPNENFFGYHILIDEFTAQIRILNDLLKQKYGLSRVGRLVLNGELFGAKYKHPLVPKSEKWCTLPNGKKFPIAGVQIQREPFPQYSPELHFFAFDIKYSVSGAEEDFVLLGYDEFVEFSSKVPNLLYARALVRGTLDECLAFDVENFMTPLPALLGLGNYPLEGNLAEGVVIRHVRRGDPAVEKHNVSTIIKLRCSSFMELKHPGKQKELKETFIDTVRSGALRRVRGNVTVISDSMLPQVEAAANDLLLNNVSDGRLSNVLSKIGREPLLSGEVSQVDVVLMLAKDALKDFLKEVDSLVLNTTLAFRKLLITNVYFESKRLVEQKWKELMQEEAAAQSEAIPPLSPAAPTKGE
# * = called active by the depositor. A portion of the library; count on the stated rates, not on these rows.
item	Compound	TbREL1 inh
1	COCCNC(=O)C(c1ccc(C)cc1)N(C(=O)C(=O)NC1CCCC1)c1ccc2c(c1)OCCO2 (stereo unspecified)	1
2	CN(CC(=O)Nc1sccc1C#N)C1CCCCC1	-1
3	CCCC12CN3CC(CCC)(CN(C1)C3c1ccco1)C2=O (stereo unspecified)	4
4	CN1CCc2c(n(CC(O)CN3C(=O)c4ccccc4S3(=O)=O)c3ccccc23)C1=O (stereo unspecified)	0
5	CCCCOc1ccc(C(=O)NCC(=O)NCCOc2ccc(C)cc2)cc1	0
6	COc1ccc(Cl)cc1NC(=O)c1cnc2n(c1=O)CCS2	1
7	O=C(NCCCn1ccnc1)C(=O)c1c[nH]c2ccccc12	-1
8	O=C(c1nnc(Cc2ccc(Cl)cc2)o1)N1CCc2ccccc2C1	0
9	Cc1onc(-c2c(Cl)cccc2Cl)c1C(=O)c1c[nH]c(C(=O)NCCCN2CCOCC2)c1	0
10	COc1ccc(O)c(-c2c(-c3ccc(Cl)cc3)n[nH]c2C)c1	0
11	CCCN1C(=O)c2n[nH]c(C)c2C1c1ccc(Br)cc1 (stereo unspecified)	0
12	CC(C)N(C(=O)Cn1cc(S(=O)(=O)CC(=O)Nc2ccccc2)c2ccccc21)C(C)C	0
13	CCOc1ccc(NS(=O)(=O)c2ccc(C(=O)NCC(c3ccco3)N(C)C)cc2)cc1 (stereo unspecified)	-2
14	CC(NC(=O)c1csc2ccccc12)C1CCCO1 (stereo unspecified)	0
15	FC(F)(F)c1ccccc1NC(=S)OCCN1CCCC12CCC(c1ccccc1)CC2 (stereo unspecified)	5
16	O=C(NCC(c1ccco1)N1CCCC1)c1ccccc1F (stereo unspecified)	-3
17	COc1ccc(-c2cc(C(=O)N/N=C/c3sccc3C)c3ccccc3n2)c(OC)c1	3
18	O=C(NC(=S)N1CCc2ccccc21)c1ccccc1	0
19	Nn1c(SCC(=O)NCC2CCCO2)nnc1-c1cc(Cl)ccc1Cl (stereo unspecified)	0
20	COc1cc(CNC(=O)c2cc(-c3ccc(F)cc3OC)n[nH]2)cc(OC)c1	3
21	Cc1ccc(S(=O)(=O)N2CCOCC2)cc1C(=O)NCc1ccccn1	3
22	CCOC(=O)c1ccc(Nc2nc(=O)c3cccnc3s2)cc1	0
23	CCn1cc(C(=O)O)c(=O)c2cc(F)c(N3CCN(C(=S)NC(=O)c4ccccc4Br)CC3)cc21	-4
24	CCNc1nc(NC(C)(C)C)nc(N(C#N)CC)n1	0
25	Nc1ccc(N2CCOCC2)c(S(=O)(=O)Nc2ccccc2Cl)c1	-2

# Values by screen from the list:
# Compounds 16 to 21 in TbREL1 inh, in turn: -3, 3, 0, 0, 3, 3

# A draw from above in order of formula weight, lowest first:
item	Compound	TbREL1 inh
11	CCCN1C(=O)c2n[nH]c(C)c2C1c1ccc(Br)cc1 (stereo unspecified)	0
20	COc1cc(CNC(=O)c2cc(-c3ccc(F)cc3OC)n[nH]2)cc(OC)c1	3
4	CN1CCc2c(n(CC(O)CN3C(=O)c4ccccc4S3(=O)=O)c3ccccc23)C1=O (stereo unspecified)	0
15	FC(F)(F)c1ccccc1NC(=S)OCCN1CCCC12CCC(c1ccccc1)CC2 (stereo unspecified)	5

# Following part.
item	Compound	TbREL1 inh
26	CCCN(CC(=O)Nc1ccccc1C)C(=O)c1ccc2c(c1)S(=O)(=O)N=C1CCCCCN12	4
27	COc1cc(C(=O)NNC(=O)COc2ccc(Br)cc2)ccc1OCC(=O)N1CCOCC1	2
28	O=C(CC1Oc2ccccc2NC1=O)NCCCN1CCCC1=O (stereo unspecified)	-1
29	Cc1nn(-c2ccccc2)c(C)c1/C=N/NC(=O)c1cnccn1	2
30	COc1ccc([C@H]2C[C@H](n3cc(C4CC4)nn3)[C@@H](O)CN2C(=O)C2CCCCC2)cc1	2
31	CC(C)CC(OC(=O)c1ccco1)C(=O)NC1CCCC1 (stereo unspecified)	2
32	O=C(Cn1c(=O)oc2cc(S(=O)(=O)N3CCc4ccccc43)ccc21)NC1CCCC1	-1
33	CC(C)(C)c1ccc(OCC(=O)N/N=C/c2ccsc2)cc1	1
34	CCOC(=O)C1CCN(S(=O)(=O)c2c(C)n[nH]c2C)CC1	6
35	CCOC(=O)Cn1cc(C(=O)C(C)(C)C)c2ccccc21	-1
36	Cc1onc(-c2ccccc2)c1C(=O)Nc1ccc2c(C)cc(=O)oc2c1	-2
37	CC1(NC(=O)c2ccccc2)CCN(CCCc2ccccc2)C1=O (stereo unspecified)	1
38	CC(C)(C)c1ccc(CC(=O)N2CCC2(C)C(=O)NS(=O)(=O)c2ccccc2)cc1 (stereo unspecified)	1
39	Cc1ccc(SCCNC(=O)c2ccc([N+](=O)[O-])c(C)c2)cc1	3
40	CCOC(=O)c1c(CSc2nc(C)cc(C)c2C#N)n(C)c2cc(Br)c(OC(C)=O)cc12	-1
41	CCOC(=O)c1c(NC(=O)CN2C(=O)NC3(CCC(C)CC3)C2=O)sc(C)c1-c1ccc(C)cc1 (stereo unspecified)	1
42	Fc1ccc(C2CC(c3ccccc3)Nc3ncnn32)cc1 (stereo unspecified)	3
43	Cc1ccc(NC(=S)N(CCCN2CCCC2)Cc2cccn2Cc2ccc(Cl)cc2)cc1	10
44	CC1CCN(S(=O)(=O)c2ccc3nc(-c4ccccn4)cc(C(=O)NCCN(C)Cc4ccccc4)c3c2)CC1	-1
45	CCC(=O)Nc1nc2c(c(=O)[nH]1)CCCC2	0
46	Cc1onc(-c2ccccc2Cl)c1C(=O)OCc1nnc(-c2ccccc2)o1	0
47	O=C(CSC1CC(=O)N(c2ccc(C(=O)O)cc2)C1=O)Nc1ccc(Cl)cc1 (stereo unspecified)	0
48	COc1ccccc1C(=O)N1CCN(C(=O)[C@H](CCc2ccccc2)NC(=O)[C@H]2O[C@@H](n3cnc4c(N)ncnc43)[C@H](O)[C@@H]2O)CC1	-2
49	O=C(CSc1nccn1-c1ccc(F)cc1)Nc1ccc2c(c1)OCO2	3
50	Cc1ccccc1OCCN1C(=O)NC2(CCc3ccccc32)C1=O (stereo unspecified)	-2
51	CCOc1cccc2sc(N3CCN(C(=O)c4ccc5ncsc5c4)CC3)nc12	2
52	Cc1ccc2c(c1)-n1c(nc3ccc(C)cc3c1=O)C(Cc1ccc(O)cc1)NC2=O (stereo unspecified)	-3
53	COC(=O)C1=C(C)N(Cc2cccc(C(F)(F)F)c2)C(=NCc2ccc(C(F)(F)F)cc2)NC1c1ccc(C(F)(F)F)cc1 (stereo unspecified)	8
54	CC(CC(=O)N1CCN(S(=O)(=O)c2ccccc2)CC1)n1cncn1 (stereo unspecified)	2
55	O=C(NCC1CCCCC1)c1ccc2sc([C@H]3C[C@H](O)[C@@H](CO)O3)nc2c1	2
56	CCNc1ccc(S(N)(=O)=O)cc1[N+](=O)[O-]	-3
57	Cn1c(=O)c(-c2ccccc2N)nc2ccccc21	8
58	CC(C)CCNC(=O)c1cc2c(s1)-c1ccccc1S(=O)(=O)C2	0
59	CC(=O)c1c(C)[nH]c(C(=O)OCC(=O)Nc2cc(C)on2)c1C	1
60	COc1ccc(OC)c(Nc2nc(NCc3ccco3)nc(N)c2[N+](=O)[O-])c1	-1
61	O=C(CNS(=O)(=O)c1cccs1)N1CCN(c2ccccn2)CC1	-1
62	O=C(OCC(=O)N1CCNC1=O)c1ccccc1Cl	0
63	CC(C)CCNC(=O)C1COC(O)(C(Cc2ccccc2)NC(=O)[C@@H](NC(=O)OCc2ccccc2)C(C)C)CN1 (stereo partly specified)	7
64	Nn1c(SCC(=O)Nc2ccc(OCc3ccccc3)cc2)nnc1-c1cc(-c2ccccc2)n[nH]1	0
65	Cc1cccn2c(=O)c3cc(C#N)c(=N)n(Cc4cccnc4)c3nc12	-1
66	O=C(NCCc1ccc(O)c(O)c1)C1COc2ccccc2O1 (stereo unspecified)	-4
67	COC(=O)[C@H](Cc1ccccc1)NC(=O)[C@@]1(C)C[C@@H]1[C@@H](NC(=O)OCc1ccccc1)c1ccccc1	4
68	O=C(O[C@H]1CC[C@@]23CCCN2C(=O)CCC[C@H]3C1)N1CCCC1	-1
69	Cc1ccc(S(=O)(=O)NN2C(=O)c3ccccc3NC2c2ccccn2)cc1 (stereo unspecified)	1
70	CCOc1ccccc1NC(=O)CSc1nnc2c(CC)c(C)nc(N)n12	1
71	Cc1cccc(-n2c(Cc3cc(=O)[nH]c(=O)[nH]3)nnc2SCC(=O)NCC2CCCO2)c1 (stereo unspecified)	1
72	CSc1ccc(CN2CCCC(CNC(=O)c3ccc(F)cc3)C2)cc1 (stereo unspecified)	-1
73	CCN(CC)CCC(c1ccc(N(C)C)cc1)c1c(OC)cc(OC)c2c(-c3ccccc3)cc(=O)oc12 (stereo unspecified)	0
74	COc1ccc(C(=O)COC(=O)c2cc(=O)[nH]c3ccccc23)c(OC)c1	2
75	COc1ccc(NC(=O)CN2CCC(NC(=O)C3CCCCC3)CC2)cc1	-1

# (further entries)
item	Compound	TbREL1 inh
76	O=C(Nc1cccc(Cl)c1)OCCN1CCN(Cc2ccccc2)CCC1=O	-3
77	COC(=O)c1cc(C)oc1C	0
78	CC(=O)c1c(C)[nH]c(C(=O)CSc2nnc(-c3ccco3)o2)c1C	3
79	Cc1ccc(NC(=O)CSc2nnc(-c3cccnc3)s2)cc1	-2
80	CC(=O)N(CCC(c1ccco1)C(C)C)Cc1ccc(OC(C)C)cc1 (stereo unspecified)	1
81	CCC1=C2CC[C@H]3C(=O)N(C)C(=O)[C@H]3[C@H]2[C@@]2(Cc3ccccc3)C(=NCC(=O)OC)OC(=O)N2C1=O	-1
82	Cc1ccc2c(c1C)C(=O)C(=O)N2	3
83	N#CC(C#N)=C1C=CC=CN1/C(=C\c1ccco1)C(=O)c1ccc(-c2ccccc2)cc1	-1
84	Cc1ccc(OCCC(=O)OCC(=O)NC(=O)NC2CCCCC2)cc1	3
85	CCC(=O)Nc1sc2c(c1C#N)CCCCC2	-3
86	c1ccc(-c2cn3c(n2)CCC3)cc1	-1
87	CC(=O)NCCNc1nc2cc(-c3cc(F)ccc3C)sc2c(=O)n1C	6
88	CC(/C=N/NC(=O)Cc1cccs1)=C\c1ccco1	1
89	CN(CC1CCCN(CCc2ccc(Cl)cc2)C1)C(=O)c1ccc2nc[nH]c2c1 (stereo unspecified)	3
90	O=C(O)c1cccc(NC(=S)NC(=O)c2ccc3ccccc3c2)c1	-2
91	NC(=O)COc1ccc(/C=N\NC(=O)c2ccc(-c3ccccc3)cc2)cc1	2
92	COc1ccc(/C=C2\CCc3ccccc3C2=O)cc1OC	0
93	Cc1ccc(C(=O)NC(=S)Nc2cc(-c3nc4ccccc4s3)ccc2C)cc1	-4
94	COc1ccc(C(=O)NCc2ccc3c(c2)OCO3)cc1S(=O)(=O)N(C)Cc1ccccc1	-1
95	Cc1ccccc1CNC(=O)c1ccccc1C(=O)O	5
96	CN(C)CCNc1nc(-c2ccccc2)c2c(c1C#N)CC(C)(C)OC2	-1
97	CC(=O)NS(=O)(=O)c1cccnc1Nc1ccc(Cl)c(Cl)c1	3
98	Cc1ccc(SCC(=O)OC(C)C(=O)Nc2ccc(S(N)(=O)=O)cc2)cc1C (stereo unspecified)	-2
99	O=C(NCC(=O)N1CCCCCCC1)c1cccc([N+](=O)[O-])c1	1
100	CCOC(=O)c1ccc(NC(=S)NN2CCOCC2)cc1	-4
101	NS(=O)(=O)c1ccc(CCNC(=O)Cc2ccc(S(=O)(=O)N3CCOCC3)s2)cc1	1
102	O=C(C1CN(C(=O)c2cc3ccccc3o2)c2ccccc2O1)N1CCCCC1 (stereo unspecified)	-3
103	CCOC(=O)N1CCC(N2CCN(S(=O)(=O)c3ccc4ccccc4c3)CC2)CC1	0
104	CCN(CC(=O)NCc1cccs1)C(=O)/C=C/c1cc(OC)ccc1OC	-1
105	CCOC(=O)/C(C(N)=NCc1ccco1)=C(/O)c1ccccc1	-1
106	O=C(NCCC1=CCCCC1)C(=O)NCc1ccncc1	-3
107	O=C(NCC1CCCO1)C1CC(=O)N(c2ccc(F)c(Cl)c2)C1 (stereo unspecified)	-1
108	Cc1[nH]c2c(C)cccc2c1CN1CCC(CO)(Cc2ccccc2)CC1	1
109	O=C(CN1C2CCCC1CC(NC(=O)C1CCCCC1)C2)NCc1ccc(F)cc1 (stereo unspecified)	2
110	COc1ccc(S(=O)(=O)n2ccc(-c3cnc(-c4ccccc4)s3)n2)cc1	6
111	Cc1nn2c(=O)c(NC(=O)c3ccc(F)cc3)cnc2s1	2
112	COc1ccc(C(=O)c2sc(NC(C)C)nc2N)cc1OC	-1
113	O=C(C1CCCN(S(=O)(=O)c2cc(Cl)ccc2Cl)C1)N1CCCCCC1 (stereo unspecified)	-1
114	Cc1ccc(C23OCCN2CCn2nc4ccccc4c23)cc1 (stereo unspecified)	1
115	COc1ccc(Cc2nc3ccc(S(=O)(=O)N4CCOCC4)cc3[nH]2)cc1	6
116	c1ccc(Oc2ncnc3sccc23)cc1	-3
117	O=C(O)C(=O)/C(=C\c1ccsc1)c1ccc2ccccc2n1	-3
118	CCCCCNC(=O)c1ccccc1SC	-1
119	COc1ccc(NC(=O)Cc2c(F)c(F)c(F)c(F)c2F)cc1OC	-4
120	CC[C@]12C(=O)N(C)C[C@H]([C@@H]3C(=O)N(C)C(=O)[C@@H]31)N2C(=O)c1ccc(C(C)(C)C)cc1	-2
121	CCOc1ccccc1NC(=O)Nc1ccc(Br)cc1C	1
122	CCOc1ccccc1NC(=O)CSc1nc(=O)n(Cc2ccccn2)c2c1CCC2	2
123	CCOCCCN(C(=O)CNC(=O)c1ccco1)C(C(=O)NC1CCCC1)c1cccc(OC)c1 (stereo unspecified)	-4
124	c1ccc(C2OCC3(CO2)COC(c2ccccc2)OC3)cc1 (stereo unspecified)	-2
125	COc1ccc(C(=O)OCc2cc(C)ccc2C)cc1S(=O)(=O)N1CCCC1	0
126	C(=C\c1ccccc1)/CSc1nc2ncccc2[nH]1	0

# Shown with values ahead of the structure: 2 of the compounds above.
No.	TbREL1 inh	SMILES
108	1	Cc1[nH]c2c(C)cccc2c1CN1CCC(CO)(Cc2ccccc2)CC1
109	2	O=C(CN1C2CCCC1CC(NC(=O)C1CCCCC1)C2)NCc1ccc(F)cc1 (stereo unspecified)
